High-throughput results as filed in PubChem.
RBX1-CUL1 inh – human ROC1-CUL1 E3 ligase inhibition; P62877+Q13616; in vitro K48 di-Ub FRET, acceptor:donor ratio, 45 min; inhibition, % at 10 µM; 140,000 tested, 0.6% active; AID 1347404; in the data active = inhibition above about 25%
Target sequence (P62877 whole entry, looked up): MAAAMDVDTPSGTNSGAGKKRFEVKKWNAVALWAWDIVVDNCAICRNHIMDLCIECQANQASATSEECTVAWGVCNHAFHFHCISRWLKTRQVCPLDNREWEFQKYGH
Target sequence (Q13616 whole entry, looked up): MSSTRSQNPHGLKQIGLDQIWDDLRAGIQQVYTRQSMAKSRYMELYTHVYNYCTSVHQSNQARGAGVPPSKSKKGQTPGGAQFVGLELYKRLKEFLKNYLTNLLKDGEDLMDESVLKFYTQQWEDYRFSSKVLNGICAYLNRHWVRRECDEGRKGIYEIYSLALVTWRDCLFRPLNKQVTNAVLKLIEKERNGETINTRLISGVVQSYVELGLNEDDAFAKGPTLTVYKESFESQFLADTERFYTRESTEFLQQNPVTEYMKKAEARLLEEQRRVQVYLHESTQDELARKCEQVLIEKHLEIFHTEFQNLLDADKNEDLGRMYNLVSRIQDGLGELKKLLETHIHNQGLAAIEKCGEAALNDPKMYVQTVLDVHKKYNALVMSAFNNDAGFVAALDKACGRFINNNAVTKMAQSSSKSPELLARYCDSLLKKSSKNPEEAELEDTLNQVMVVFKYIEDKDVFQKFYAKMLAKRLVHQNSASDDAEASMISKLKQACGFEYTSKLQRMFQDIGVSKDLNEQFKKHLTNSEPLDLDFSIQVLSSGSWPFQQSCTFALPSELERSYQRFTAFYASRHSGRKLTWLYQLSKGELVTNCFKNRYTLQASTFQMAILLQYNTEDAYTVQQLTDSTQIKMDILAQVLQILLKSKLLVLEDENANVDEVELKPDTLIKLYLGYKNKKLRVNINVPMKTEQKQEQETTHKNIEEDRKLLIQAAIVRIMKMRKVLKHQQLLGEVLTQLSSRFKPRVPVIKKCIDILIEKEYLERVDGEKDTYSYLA
An asterisk follows results filed as active. Some of the compounds tested; rates above refer to the full screens.

The first 15 records as a preview:
SMILES,RBX1-CUL1 inh
O=C(NCc1ccco1)N1CCC(n2cc(-c3ccccn3)nn2)CC1,3
COc1ccc(C2=N/C(=C\c3cc(Cl)c(OC(C)C)c(OC)c3)C(=O)O2)cc1,-1
Cc1scc(C(=O)c2csc(C)c2C)c1C,14
Cc1ccccc1NS(=O)(=O)Cc1ccc(Br)cc1,9
O=S(=O)(NCc1ccccc1Cl)c1ccc(N2CCCCS2(=O)=O)cc1,-6
O=C(Cc1ccc(Cl)cc1)NCC(c1cccs1)S(=O)(=O)c1ccc(F)cc1 (stereo unspecified),1
O=C(NCc1cccnc1)c1ccc(N2CCC(NCC3CCCN(c4ncccn4)C3)CC2)cc1 (stereo unspecified),10
COC(=O)c1cc(NC(=O)c2sc3ccccc3c2Cl)cc(C(=O)OC)c1,4
COC(=O)C1C(CS(=O)(=O)c2cc(Cl)ccc2OC)=NC(=O)NC1c1ccccc1 (stereo unspecified),-1
O=[N+]([O-])c1cccnc1N1CCCCC1,-11
CCCOC(=O)c1ccc(NC(=O)Cc2csc(C)n2)cc1,7
CCCc1nnc(NC(=O)c2oc3ccc(C)cc3c2C)s1,-1
Cc1ccc(S(=O)(=O)n2nc(C)c(C)c2C)cc1,-1
COc1ccc(OC)c(NC(=O)CSc2ccc(-c3cccs3)nn2)c1,-6
COc1ccc(-c2noc(CSc3nnc(-c4ccncc4)n3-c3ccc(C)c(C)c3)n2)cc1,-3

Main list, from the start:
SMILES,RBX1-CUL1 inh
O=C(NCc1ccco1)N1CCC(n2cc(-c3ccccn3)nn2)CC1,3
COc1ccc(C2=N/C(=C\c3cc(Cl)c(OC(C)C)c(OC)c3)C(=O)O2)cc1,-1
Cc1scc(C(=O)c2csc(C)c2C)c1C,14
Cc1ccccc1NS(=O)(=O)Cc1ccc(Br)cc1,9
O=S(=O)(NCc1ccccc1Cl)c1ccc(N2CCCCS2(=O)=O)cc1,-6
O=C(Cc1ccc(Cl)cc1)NCC(c1cccs1)S(=O)(=O)c1ccc(F)cc1 (stereo unspecified),1
O=C(NCc1cccnc1)c1ccc(N2CCC(NCC3CCCN(c4ncccn4)C3)CC2)cc1 (stereo unspecified),10
COC(=O)c1cc(NC(=O)c2sc3ccccc3c2Cl)cc(C(=O)OC)c1,4
COC(=O)C1C(CS(=O)(=O)c2cc(Cl)ccc2OC)=NC(=O)NC1c1ccccc1 (stereo unspecified),-1
O=[N+]([O-])c1cccnc1N1CCCCC1,-11
CCCOC(=O)c1ccc(NC(=O)Cc2csc(C)n2)cc1,7
CCCc1nnc(NC(=O)c2oc3ccc(C)cc3c2C)s1,-1
Cc1ccc(S(=O)(=O)n2nc(C)c(C)c2C)cc1,-1
COc1ccc(OC)c(NC(=O)CSc2ccc(-c3cccs3)nn2)c1,-6
COc1ccc(-c2noc(CSc3nnc(-c4ccncc4)n3-c3ccc(C)c(C)c3)n2)cc1,-3

(more compounds)
SMILES,RBX1-CUL1 inh
Cc1ccccc1N1CC(C(=O)NC(C)C)CC1=O (stereo unspecified),12
Cc1ccc(C(=O)Oc2cc(C)n(C(=O)c3ccc(C)cc3)n2)cc1,12
CN(CC1CCCN(CCc2ccc(F)cc2)C1)C1CCC1 (stereo unspecified),8
O=C(Nc1cccc(-c2cc3ccccc3[nH]2)c1)C1CCCN1C(=O)C1CC1 (stereo unspecified),6
CC(C)(C)c1nnc(NC(=O)CC(c2ccccc2)c2ccccc2)s1,4
CCCN1Cc2cccc(C(=O)Nc3cc(C)cc(C)c3)c2C1=O,-1
N#CCSc1nc(N)c(C(=O)Nc2ccccc2)cc1C#N,4
O=C(NCc1ccco1)N1CCC(Cn2cc(-c3ccccn3)nn2)CC1,4
COCCC(=O)NCc1cccnc1N1CCCCCCC1,1
Clc1ccc(/C=C/CNCC2CCNCC2)cc1,-13
CC(=O)N[C@@H]1c2ccccc2C2(CCN(C(=O)c3cccc(F)c3F)CC2)[C@H]1OCc1ccccc1,7
O=c1c2cnn(-c3ccccc3)c2nc(Cc2ccccc2)n1Cc1ccccc1,3
CCn1cc(C(=O)N2CCN(c3ccc(OC)cc3)CC2)c(=O)c2cc(S(=O)(=O)N3CCOCC3)ccc21,-5
CC(=O)Nc1ccc(S(=O)(=O)NNC(=O)COc2ccc(C)cc2Br)cc1,-16
CCOc1cc(C2NN=C(c3ccccc3)S2)ccc1OCc1ccc(F)cc1 (stereo unspecified),6

Further structures.
SMILES,RBX1-CUL1 inh
CCCCN(C)CCNC(=O)C1CCCN(S(=O)(=O)c2cccc3nsnc23)C1 (stereo unspecified),4
CC(=O)c1cnc(Nc2cccc(C(F)(F)F)c2)nc1C,3
Cc1cc(C)c(C(=O)NCC(=O)c2ccccc2)c(C)c1,3
O=C(Cn1cc(NC(=O)COc2ccccc2)cn1)NCCc1ccco1,2
COCCN(CCOC)S(=O)(=O)c1ccc(Cl)nc1,3
Cc1ccc(CCNC(=O)c2cccc(Nc3nc4ccccc4nc3-n3nc(C)cc3C)c2)cc1,-16
Cc1ccc2c(n1)CC(C)(C)C/C2=N\O,4
COc1cccc(NC(=O)N(Cc2c[nH]c3ccccc23)C2CCCCC2)c1,-3
CN1CCN(C(=O)CCC2CCCN(Cc3ccc4nsnc4c3)C2)CC1 (stereo unspecified),-3
Cn1nnnc1SCC(=O)Nc1ccc2nc(SCc3ccccc3Cl)sc2c1,8
Cc1ncc2c(c1CNC(=O)CSc1ccccc1)CCN(C(=O)c1ccc3c(c1)OCCO3)C2,-7
CCN(CCc1ccccn1)Cc1cnc(Nc2ccccc2)s1,11
O=C(NC1CCCN(CCc2ccccc2)C1)C1CCN(Cc2ccco2)CC1 (stereo unspecified),2
CC(=O)OC(C)(C)C(=O)/C=C/c1ccccc1,16
O=C(NC(=S)Nc1cccc2ccccc12)c1ccccc1[N+](=O)[O-],-8

(further entries)
SMILES,RBX1-CUL1 inh
CS(=O)(=O)N1CCN(C(=O)Cc2ccc(Cl)cc2Cl)CC1,13
O=C(O)/C=C\C(=O)Nc1ccccc1C(=O)N1CCC(O)(c2ccc(Cl)cc2)CC1,1
CCCCN(C)CCNC(=O)c1c(C)oc2ncnc(N3CCOCC3)c12,7
CCOC(=O)c1c2c(n(C)c1C)C=C(Br)C(=O)C2=O,12
COCC1CCN(C(=O)c2cn(CCC3CCCCC3)nn2)C1 (stereo unspecified),12
COc1ccc(-n2nnnc2C2CCN(S(=O)(=O)c3ccc(C(C)(C)C)cc3)CC2)cc1,2
CCOC(=O)CNC(=O)N1CCc2onc(-c3cccc(OC)c3)c2C1,12
O=C1/C(=C/c2c(Cl)cccc2Cl)CCc2ccccc21,2
COc1cc(/C=N/NC(=O)CN2CCCCC2)cc(OC)c1OC,-7
CCOc1ccccc1CNC(=O)c1ccc(CS(=O)Cc2cccc(Cl)c2)o1 (stereo unspecified),-8
CCc1ccc(-n2nc3cc(C)c(NC(=O)c4cccc5ccccc45)cc3n2)cc1,-10
COc1ccc(C)cc1NS(=O)(=O)c1cccc(C(=O)O)c1,2
CC(=O)c1cc(-c2ccccc2)n(CCC(=O)NCCc2ccccc2)c1C,-10
FC(F)(F)C1(C(F)(F)F)N=C2C=CC=CN2C(c2ccccc2)=N1,8
Cc1cc(C)c(NC(=O)c2ccc(CN3CCCCC3)cc2)c(C)c1,13

Next part:
SMILES,RBX1-CUL1 inh
Cc1nc2sc3c(c2c(=O)n1-c1ccc(Br)cc1)CCC3,0
O=C(c1ccc2c(c1)N(Cc1ccccc1)C(=O)c1ccccc1S2(=O)=O)N1CCOCC1,3
Cn1c(/C=C/c2cccc([N+](=O)[O-])c2)nc2ccccc2c1=O,-10
Cn1c(=O)c2c(ncn2Cc2n[nH]c(=S)n2-c2ccccc2)n(C)c1=O,2
CC(C)CN1CCNC(=O)C1CC(=O)N1CCN(c2ccc(Cl)cn2)CC1 (stereo unspecified),1
O=C(Nc1ccccc1)Nc1ccc(S(=O)(=O)Nc2ccc(Br)cc2)cc1,1
CCCCS(=O)(=O)N1CCC(C2CCN(Cc3cccnc3)CC2)C1 (stereo unspecified),-5
CCCn1c(=O)c2c(nc3n(-c4cccc(OC)c4)c(C)cn23)n(C)c1=O,1
CC1CCN(C(=O)c2coc(CN3CCN(Cc4ccccc4)CC3)n2)CC1,4
CCC(C)OC(=O)Nc1ccc(CN2CCC(C(O)(c3ccc(C(F)(F)F)cc3)c3ccc(C(F)(F)F)cc3)CC2)cc1 (stereo unspecified),-12
O=C(c1ccccc1)C(Cn1cncn1)C(Sc1ccc(F)cc1)c1ccccc1 (stereo unspecified),-5
CCOc1ccc(NC(=O)Cn2cc(C(=O)c3ccc(CC)cc3)c(=O)c3ccc(C)nc32)cc1,2
Cc1nc(CNS(=O)(=O)c2c(C)nn(C)c2Cl)cc(=O)[nH]1,-4
Cc1cc(C(=O)NCCC2=CCCCC2)ccc1NS(C)(=O)=O,0
CCOC(=O)C1(CCOC)CCN(Cc2cc(OC)c(OC)cc2OC)CC1,0

(continued)
SMILES,RBX1-CUL1 inh
COc1ccc(Nc2cc(C(=O)NC3CCC(C)CC3)c3ccccc3n2)cc1OC (stereo unspecified),-1
COc1ccc(OC)c(CNC(=O)c2cc3cc4ccc(OC)cc4nc3o2)c1,-1
COc1cc(OC)cc(-c2n[nH]c(=S)n2-c2ccccc2)c1,1
Cc1ccccc1CS(=O)(=O)Nc1ccc(Cl)cc1,9
CCCOC(=O)c1cc(NC(=O)COC)ccc1O,10
CN(Cc1ccc(F)cc1)c1ccc(OCC(=O)N2CCN(c3nc4ccccc4s3)CC2)nn1,-7
CCCn1ncc(CN2CCC(n3nccc3NC(C)=O)CC2)c1C,6
COc1cc(-c2c(C#N)c(N)nc(SC)c2C#N)cc(OC)c1OC,10
O=C(NNC(=O)C(c1ccccc1)c1ccccc1)c1ccccc1Br,-2
CSc1nnc2c(n1)OC(c1cccc3ccccc13)N(C(=O)c1ccccc1)c1ccccc1-2 (stereo unspecified),1
COc1ccc(S(=O)(=O)N2CCN(C(=O)C3CC3)CC2)cc1OC,-2
Cc1nnc(SCc2ccc([N+](=O)[O-])cc2)[nH]c1=O,13
Cc1ccccc1CNc1ccc(C(=O)N2CCC(CN3CCCC3=O)CC2)cn1,0
COc1ccc(Cl)cc1NC(=O)Cn1c(=O)c(-c2ccccc2NC(C)=O)nc2ccccc21,-1
CCCC1=NN2C(=N)/C(=C/c3cn(CCOc4cccc(OC)c4)c4ccccc34)C(=O)N=C2S1,-2

Continuation.
SMILES,RBX1-CUL1 inh
CC(C)Cc1ccc(-c2[nH]nc3c2C(c2ccc(Br)cc2)C(C#N)C(=N)O3)cc1 (stereo unspecified),-6
COc1cccc(-c2cnnc(N3CCN(Cc4csc(C)n4)CC3)n2)c1,9
COc1ccc(CNC(=O)N=C2CN(CC(C)C)C(=O)c3ccccc32)c(OC)c1,28*
CC(O)c1cccc(NC(=O)COc2cccc3ccccc23)c1 (stereo unspecified),6
CC(C)(C)c1[nH]nc2c1C(c1ccc(F)cc1F)C(C#N)C(=N)O2 (stereo unspecified),-9
C#CC(C)(CC)NS(=O)(=O)c1ccc(OC)c2ccccc12 (stereo unspecified),5
Cc1cccc(NC(=O)c2ccc([N+](=O)[O-])cc2Cl)c1,3
CCOc1ccc(S(=O)(=O)N2CCCCC2)cc1,-7
CC(C)(C)C(=O)Cn1c(=O)n(-c2ccc(Cl)cc2)c(=O)c2c3c(sc21)CCCC3,4
O=C(CSc1nc(-c2ccccc2)nc2c1CCCC2)c1cccs1,-7
CN1CCN([C@@H]2CCN(Cc3ccc(Oc4ncccn4)cc3)C[C@H]2O)CC1,-3
CN(C(=O)c1cnn2c(C(F)F)cc(-c3ccccc3)nc12)c1ccc(OC(F)(F)F)cc1,0
CC(/C=C1\SC(=S)N(c2cccc(C(=O)O)c2)C1=O)=C\c1ccccc1,66*
COc1ccc(C(=O)Oc2ccccc2-c2ccccc2)cc1Br,-1
COc1cc(C(=O)Oc2ccccc2C(C)=O)cc(OC)c1OC,-6

Next part.
SMILES,RBX1-CUL1 inh
COc1cc(OC)cc(C(=O)NCC2CCCN(C(=O)CSC)C2)c1 (stereo unspecified),-3
COC(=O)c1cc(C(=O)N2CCN(c3ccc([N+](=O)[O-])cc3)CC2)cc([N+](=O)[O-])c1,8
CC(=O)c1ccc(NC(=O)c2ccc(CN3C(=O)CCn4nc(C)cc43)cc2)cc1,-7
COc1ccc(OC)c(CN2CCN(S(=O)(=O)c3ccccc3)CC2)c1,1
OCCCCNCc1ccc(Br)cc1,-5
COc1ccc(CCNC(=O)C(=O)NCC(c2cccs2)S(=O)(=O)c2ccccc2)cc1 (stereo unspecified),-8
CC(C)CCNC(=O)c1cc(NC(=O)CC2CCCC2)cc2nc(C3CCCO3)n(C)c12 (stereo unspecified),8
O=S(=O)(c1cccc2ccccc12)N1CCCC(CO)(Cc2cccc(Cl)c2)C1 (stereo unspecified),-3
O=C(Cn1nc(-c2ccccc2)oc1=S)Nc1nc(-c2ccc(Br)cc2)cs1,5
CCc1ccccc1N1CCN(CC(O)COc2ccc(-c3ccccc3)cc2)CC1 (stereo unspecified),5
Cn1c(=O)c2c(nc(NCCN)n2Cc2ccc(Cl)cc2)n(C)c1=O,27*
O=C(NCc1ccco1)c1ccc(CN2CCN(c3ccccc3)CC2)cc1,-3
CCCCCn1c(=O)[nH]c2cc(C(=O)Nc3ccc(OC)c(OC)c3)ccc2c1=O,5
CCOc1ccc(-c2csc3ncnc(Nc4cccc(O)c4)c23)cc1,8
Cc1ccc(NC(c2nnc(-c3ccccc3)o2)c2ccccc2F)c(Cl)c1 (stereo unspecified),3
Cc1cccc(NS(=O)(=O)c2ccc3c(c2)[C@H]2C=CC[C@H]2[C@@H](c2ccc(C(C)(C)C)cc2)N3)c1,-2
Cc1cc2c(cc3c(SCC(=O)Nc4cccc(Cl)c4C)nnc(C)n32)o1,-6
CCN(CC)c1ccc(N=Cc2c(OC)ccc3ccccc23)cc1,-9
